GLS inh = blocks human kidney-isoform glutaminase activity. Potency, µM (top dose mostly 45.5 µM), for inactives: top-dose activity change, negative = inhibition, usual class: inhibitors. AID 624170. O94925. GLS enzymatic activity, qHTS titration. 410,000 tested, 0.21% active
Target sequence (O94925 whole entry, looked up, canonical isoform): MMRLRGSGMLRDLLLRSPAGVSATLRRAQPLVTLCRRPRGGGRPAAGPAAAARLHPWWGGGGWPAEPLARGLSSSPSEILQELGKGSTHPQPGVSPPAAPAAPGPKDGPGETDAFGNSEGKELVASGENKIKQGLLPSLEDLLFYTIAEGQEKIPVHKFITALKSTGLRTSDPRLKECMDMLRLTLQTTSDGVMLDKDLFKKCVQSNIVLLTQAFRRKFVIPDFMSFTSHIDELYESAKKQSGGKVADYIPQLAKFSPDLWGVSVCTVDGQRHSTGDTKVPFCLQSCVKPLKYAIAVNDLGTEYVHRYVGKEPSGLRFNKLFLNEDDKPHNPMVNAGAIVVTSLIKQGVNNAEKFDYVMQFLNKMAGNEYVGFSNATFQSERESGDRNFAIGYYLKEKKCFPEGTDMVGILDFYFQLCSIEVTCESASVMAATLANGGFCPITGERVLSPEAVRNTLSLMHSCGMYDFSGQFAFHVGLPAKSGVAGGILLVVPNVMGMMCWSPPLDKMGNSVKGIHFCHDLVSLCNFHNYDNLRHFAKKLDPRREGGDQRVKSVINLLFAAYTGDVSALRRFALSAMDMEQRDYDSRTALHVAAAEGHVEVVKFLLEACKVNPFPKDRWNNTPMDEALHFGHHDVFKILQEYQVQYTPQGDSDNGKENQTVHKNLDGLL
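Human kidney-isoform GLS in 45 mM KH2PO4 pH 8.2, 0.02% Tween-20, with compound, started with 1mM L-Glutamine (added stock). Glutamate oxidase/HRP/Amplex red coupled fluorescence read at start and after 30 min at RT.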
PGK inhibitor = T. brucei PGK inhibition | PGK/GAPDH coupled, Kinase-Glo luminescence, 60 min | AID 602233 | 380,000 tested, 0.043% active | P07378 | Potency, µM (top dose mostly 57.5 µM), inactives show top-dose activity change, negative = inhibition, actives largely listed as inhibitors; further: nearly all actives have a fitted effect of over 60% in size
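Recombinant glycosomal PGK reaction used 1,3-bisphosphoglycerate generated in-well by GAPDH (100nM final) in 100mM TEA pH 7.6, 5mM MgCl2, 0.01% Tween-20. After 60 minutes at room temperature, ATP was read by Kinase-Glo Plus luminescence end-point.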
* = called active by the depositor; i = inactive. The call rests on the fitted dose curve; in most records, active means well fitted curve in the direction sought with a large enough effect; inconclusive means small, poorly fitted or top-dose-only effect, or another doubt; inactive means no such curve, though single readings can be large; an effect the other way counts as inactive or inconclusive. On the % scale 0 is the no-effect control and ±100 the full control effect; potency means the concentration at half of the fitted maximal effect. Not all compounds are listed; count on the stated rates, not on these rows.

Compound,GLS inh,PGK inhibitor
C[C@@H]1CN([C@H](C)CO)C(=O)c2c(c3ccccc3n2C)-c2ccccc2CO[C@H]1CN(C)Cc1ccc(Oc2ccccc2)cc1,0.2%,-6.4%
Nc1ccc(S(=O)(=O)c2ccc(N3CCOCC3)c(N)c2)cc1,16.6%,-5.5%
CC(C)CC1C(=O)N(Cc2cn(CCC3OCCO3)nn2)CCS(=O)(=O)N1Cc1ccc(-c2ccc(Cl)c(Cl)c2)cc1 (configuration not stated),1.0%,7.9%
Cc1cccc2c(=O)n(C(=O)c3ccccc3)c(N)nc12,3.3%,8.7%
C[C@H](CO)N1C[C@H](C)[C@@H](CN(C)S(=O)(=O)c2ccccc2C#N)OCc2cnnn2CCCC1=O,-4.6%,-1.5%
O=C(c1ccccc1)c1ccsc1C(=O)c1ccccc1,2.0%,0.8%
Nc1ccccc1-c1nc2ccncc2[nH]1,6.1%,i
C[C@@H](O)CNC(=O)c1[nH]cnc1C(=O)N[C@H](C)c1ccccc1,-2.2%,-6.4%
COc1ccc(NC(=O)C[C@H]2C(=O)N(c3ccccc3)C[C@@H]2Cc2ccccc2)cc1,-10.8%,-5.8%
CCN(CC)C(=O)C1=C(C)N(Cc2ccccc2)C(=O)C(CC(=O)NCC2CCCCC2)C1 (configuration not stated),11.5%,5.9%
CCOc1ccc(OCC(=O)NCCS(=O)(=O)N2CCN(c3ccccc3)CC2)cc1,-5.3%,-0.6%
C/C=C/c1cnc2c(c1)C(=O)N([C@@H](C)CO)C[C@H](C)[C@@H](CN(C)S(=O)(=O)c1ccc(C)cc1)O2,1.5%,-1.8%

Sorted by the number under GLS inh (falling): four from the list above
Compound,GLS inh,PGK inhibitor
Cc1cccc2c(=O)n(C(=O)c3ccccc3)c(N)nc12,3.3%,8.7%
C/C=C/c1cnc2c(c1)C(=O)N([C@@H](C)CO)C[C@H](C)[C@@H](CN(C)S(=O)(=O)c1ccc(C)cc1)O2,1.5%,-1.8%
CC(C)CC1C(=O)N(Cc2cn(CCC3OCCO3)nn2)CCS(=O)(=O)N1Cc1ccc(-c2ccc(Cl)c(Cl)c2)cc1 (configuration not stated),1.0%,7.9%
C[C@@H](O)CNC(=O)c1[nH]cnc1C(=O)N[C@H](C)c1ccccc1,-2.2%,-6.4%

Next entries follow.
Compound,GLS inh,PGK inhibitor
COc1ccccc1NC(=O)N(C)C[C@@H]1Oc2ncc(Br)cc2C(=O)N([C@H](C)CO)C[C@@H]1C,-0.9%,i
O=C(COC(=O)c1ccc(O)cc1)NC1CCCCCCC1,-6.3%,-3.9%
Cc1cccc(C)c1NC(=O)C(C)NCc1cccs1 (configuration not stated),-2.5%,-7.5%
Cc1cc(OCC(=O)Nc2c(C(C)C)cccc2C(C)C)no1,1.7%,-8.5%
COc1ccc(C(=O)Nc2ccccc2C(=O)Nc2ccccc2)cc1,-1.6%,-9.2%
Cc1ccc(S(=O)(=O)NCC(=O)NCC(=O)N(C)Cc2ccc(Br)s2)cc1C,-0.7%,-4.0%
O=C(O)c1ccc2c(c1)S(=O)(=O)c1cc(N3CCN(c4cnccn4)CC3)ccc1C2=O,8.2%,-11.1%
COc1ccc(C)c2sc(N(CCN(C)C)C(=O)c3ccc(S(=O)(=O)N(C)c4ccccc4)cc3)nc12,2.2%,6.0%
COc1ccccc1NC(=O)Nc1ccnn1C1CCN(C(=O)C2CCOC2)CC1 (configuration not stated),1.0%,-2.0%
CCN(CC(=O)Nc1ccccc1C(F)(F)F)C(=O)c1ccc2c(c1)NC(=O)C(C)S2 (configuration not stated),0.4%,-7.3%
CCCCN(C(=O)CC1CCCCC1)c1c(N)n(CCCC)c(=O)[nH]c1=O,1.9%,i
CCCN(CC(=O)Nc1ccccc1OC)C(=O)CN1C(=O)NC(C)(C)C1=O,-3.1%,-7.2%

Reformatted field by field: two of the compounds above
> Cc1ccc(S(=O)(=O)NCC(=O)NCC(=O)N(C)Cc2ccc(Br)s2)cc1C
  GLS inh: -0.7%	PGK inhibitor: -4.0%
> O=C(O)c1ccc2c(c1)S(=O)(=O)c1cc(N3CCN(c4cnccn4)CC3)ccc1C2=O
  GLS inh: 8.2%	PGK inhibitor: -11.1%

Reformatted with the structure last: two of the compounds above
GLS inh | PGK inhibitor | Structure
-6.3% | -3.9% | O=C(COC(=O)c1ccc(O)cc1)NC1CCCCCCC1
-2.5% | -7.5% | Cc1cccc(C)c1NC(=O)C(C)NCc1cccs1 (configuration not stated)

The list continues:
Compound,GLS inh,PGK inhibitor
C[C@H](NC(=O)c1ncn2c1C(=O)NC[C@@H]2C)c1ccccc1,-11.0%,-8.3%
CC(OC(=O)Cc1n[nH]c(=O)c2ccccc12)C(=O)N(C)c1ccccc1 (configuration not stated),-1.8%,-0.3%
CSc1ncnc2c1ncn2CCCNCc1cccs1,1.7%,-3.7%
COc1cc2ccc(C(C)=NOC(C)=O)cc2cc1OC,0.6%,i
Cc1cccc(NC(=O)CSc2nc3ccccc3c(=O)n2C)c1C,-6.2%,-4.8%
Cc1ccc(OCC(=O)OCC(=O)NC2CCCCCC2)cc1C,0.8%,2.0%
Cc1ccc([C@@H]2C[C@H]3[C@@H](CN2S(=O)(=O)c2ccc(C)cc2)C(=O)C[C@@H](c2ccc(C)cc2)N3S(=O)(=O)c2ccc(Cl)cc2)cc1,0.4%,i
O=C1NC(Cc2ccccc2)c2nc3ccccc3c(=O)n2-c2ncccc21 (configuration not stated),-8.3%,-2.5%
CN(C(=O)CSc1nc(N)cc(=O)[nH]1)C1CCCCC1,-3.8%,i
COc1cc(NCCCn2cnc3c(OC)ncnc32)cc(OC)c1OC,-6.8%,i
O=C(C1CC(=O)N(c2ccc(F)c(Cl)c2)C1)N1CCOCC1 (configuration not stated),-0.6%,-1.5%
C[C@@H]1CN([C@H](C)CO)S(=O)(=O)c2ccc(Br)cc2O[C@@H]1CN(C)C(=O)NC1CCCC1,-9.3%,i
CC(=O)c1ccc(OCC(=O)NC(=O)NC2CCCC2)cc1,1.1%,-1.9%
C[C@@H]1Cn2cnc(C(=O)NCc3ccc(CNC(=O)OC(C)(C)C)cc3)c2C(=O)N1,0.3%,6.3%
C[C@@H]1CN([C@H](C)CO)C(=O)CCCn2nncc2CO[C@H]1CN(C)Cc1ccc(Cl)c(Cl)c1,-7.3%,-3.4%
O=C(NN=Cc1ccc2c(c1)CCN2)c1cccs1,-5.8%,-8.1%
C[C@H]1CN([C@@H](C)CO)C(=O)c2cc(Br)cnc2O[C@H]1CN(C)C(=O)c1cccnc1,1.7%,-2.2%
CCC1=C(NCc2ccccc2)COC1=O,5.2%,-2.1%
CCOC(=O)c1cc(-c2sc(NC(=O)c3ccccc3)nc2C)n(-c2ccc(Br)cc2)n1,1.3%,5.9%
Cc1cc(C)cc(NC(=O)COC(=O)C2CC3C=CC2C3)c1 (configuration not stated),0.6%,-6.7%
COP(=O)(OC)C(=NNS(=O)(=O)c1ccc(C)cc1)c1ccccc1,14.0%,-6.0%
O=C(COC(=O)CNC(=O)c1ccccc1)NC12CC3CC(CC(C3)C1)C2,-5.1%,-5.3%
Cc1ccccc1NC(=O)Cc1nc(COC(=O)CSc2ccc(F)cc2)cs1,-8.3%,-6.9%
CCCNC(=S)NC1CC2CCCC(C1)N2Cc1ccccc1OC (configuration not stated),0.5%,-1.5%
NNC(=O)c1nc2ccccc2s1,16.4%,i
COCOCCn1cc(CN2CCS(=O)(=O)N(Cc3ccc(-c4cccc(N(C)C)c4)cc3)C(CC(C)C)C2=O)nn1 (configuration not stated),3.4%,i
CC1(C)CC(=O)C=C(c2ccc(COC(=O)c3cccc(C(F)(F)F)c3)cc2)C1=O,0.3%,-0.2%
C[C@@H]1CN([C@@H](C)CO)C(=O)CCCn2nncc2CO[C@@H]1CN(C)C(=O)Nc1ccc(C(F)(F)F)cc1,-2.3%,10.6%
O=S1(=O)CCN(Cc2ccccc2)CC1,-0.7%,i
N#CN=CN1CC=C(c2ccc(Cl)cc2)CC1,-1.4%,-5.7%
O=C1CCN(CCCN2CCC(=O)N(Cc3ccccc3)C2=S)C(=S)N1Cc1ccccc1,-0.9%,i
C[C@@H]1CN([C@H](C)CO)C(=O)c2cc(/C=C/c3ccccc3)cnc2O[C@H]1CN(C)C(=O)NC1CCCCC1,2.2%,-4.3%
Cc1ccc(C=C2C=C(c3ccccc3)OC2=O)cc1,-10.3%,-5.5%
CC(=O)Nc1ccc(NC(=O)N2CCOCC2)cc1,-3.6%,-3.1%
N#CC1(Nc2ccc3c4c(cccc24)CC3)CCCCC1,28.8%,-1.4%
C[C@@H]1CN([C@@H](C)CO)C(=O)c2cc(Br)cnc2O[C@H]1CN(C)C(=O)c1ccc2c(c1)OCO2,-7.0%,-5.6%

Profiles, looked up by structure. Order of screens: GLS inh | PGK inhibitor
O=C1CCN(CCCN2CCC(=O)N(Cc3ccccc3)C2=S)C(=S)N1Cc1ccccc1 reads -0.9% | i
O=S1(=O)CCN(Cc2ccccc2)CC1 reads -0.7% | i
N#CC1(Nc2ccc3c4c(cccc24)CC3)CCCCC1 reads 28.8% | -1.4%
CC(=O)Nc1ccc(NC(=O)N2CCOCC2)cc1 reads -3.6% | -3.1%
CC1(C)CC(=O)C=C(c2ccc(COC(=O)c3cccc(C(F)(F)F)c3)cc2)C1=O reads 0.3% | -0.2%

(more compounds)
Compound,GLS inh,PGK inhibitor
C[C@@H]1CN([C@@H](C)CO)C(=O)CCCn2nncc2CO[C@@H]1CN(C)S(=O)(=O)c1ccccc1,0.9%,-9.6%
CN(C)C(=S)Oc1ccccc1C1SCCS1,-5.4%,-4.0%
O=C1/C(=C/c2ccc3c(c2)OCO3)SC(=S)N1CCC(=O)N(CCO)c1ccccc1,-0.9%,1.4%
O=C(C1CCCCC1)N1CCC2CC1c1cc(N3CCCCC3)ccc12 (configuration not stated),0.3%,-6.7%
O=C(NC1CCN(Cc2ccccc2)CC1)c1ccc(CS(=O)c2ccccc2Cl)o1 (configuration not stated),-1.9%,-5.6%
CC(C)=C(NC(=O)c1ccccc1Cl)C(=O)NCCc1nc2ccccc2[nH]1,1.3%,-9.2%
COc1ccc(Cc2noc(=O)[nH]2)cc1,-1.4%,-0.2%
CCCCCCn1c(=O)n2n(c1=O)C[C@]1(OC(=O)Nc3cccs3)CN(S(=O)(=O)c3ccc(C)cc3)C[C@]1(O)C2,13.8%,-1.8%
O=C(CC1C(=O)NCCN1Cc1ccccc1)NC1CCCCC1 (configuration not stated),-0.6%,-2.6%
CC1C(=O)N(Cc2cn(CC3CCCCC3)nn2)CCS(=O)(=O)N1Cc1ccc(-c2ccc(Cl)c(Cl)c2)cc1 (configuration not stated),-8.6%,i
C[C@@H]1CN([C@H](C)CO)C(=O)CCCn2nncc2CO[C@@H]1CN(C)S(=O)(=O)c1cccc(F)c1,0.1%,-0.2%
Cc1ccc(NC(=O)CN(C)C(=O)COC(=O)COc2cc(C)cc(C)c2)cc1,-4.2%,-1.1%
Cc1ccc(S(=O)(=O)N2C[C@]3(O)C[C@@H]4C(=O)N(c5ccccc5)C(=O)[C@@H]4C[C@]3(OC(=O)NCC3CCCCC3)C2)cc1,0.4%,-0.6%
O=C(O)C1CCN(C(=O)c2ccc(S(=O)(=O)N3CCCCCC3)cc2)CC1,-0.1%,-1.9%
C[C@H](CO)N1C[C@H](C)[C@H](CN(C)S(=O)(=O)c2ccc(Cl)cc2)OCc2cnnn2CCCC1=O,3.7%,0.3%
CCOc1cc2[nH]c(=S)n(CCC(=O)NC3CCCCC3)c(=O)c2cc1OCC,0.0%,3.2%
O=C(NCCN1CCN(Cc2ccccc2)CC1)c1ccc(CS(=O)(=O)c2c(Cl)cccc2Cl)o1,1.7%,0.3%
CCN(CC)S(=O)(=O)c1cccc(NC(=O)COC(=O)c2[nH]c(C)c(C(C)=O)c2C)c1,-1.3%,-3.2%
CCC(=O)N(Cc1cc2cc(OC)ccc2[nH]c1=O)c1ccccc1OC,4.9%,3.0%
CC1CCCN(C(=O)c2ccc3c(=O)n4nc(Nc5ccccc5)sc4nc3c2)C1 (configuration not stated),4.4%,-8.3%

Screening data from PubChem BioAssay.
